Cneo AK release: Cryptococcus neoformans lysis via adenylate kinase release. C. neoformans lysis, adenylate kinase release luminescence, 4 h; normalised: neutral wells 0, clomiphene wells 100. hit rate 0.2% among 360,000. lysis activity, % at 15 µM;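 active = mean lysis activity across replicates of at least 80%, whatever share of replicates individually reach that level; inactive = mean lysis activity below 80%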
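Assay system: Cryptococcus neoformans yeast cells / Dosing: single-point compound dose / Timing: 4 h at 37 °C static, read 1 h later / Measured by: luminescence of released adenylate kinase using an AK detection reagent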
SIRT5 inh: blocks human SIRT5 desuccinylation of peptide. hit rate 1.1% among 330,000. inhibition, % at 15 µM. AID 652115. Purified SirT5, succinyl-peptide AMC, trypsin-coupled fluorescence; in the data active = inhibition above about 15%
Target sequence (Q9NXA8 whole entry, looked up): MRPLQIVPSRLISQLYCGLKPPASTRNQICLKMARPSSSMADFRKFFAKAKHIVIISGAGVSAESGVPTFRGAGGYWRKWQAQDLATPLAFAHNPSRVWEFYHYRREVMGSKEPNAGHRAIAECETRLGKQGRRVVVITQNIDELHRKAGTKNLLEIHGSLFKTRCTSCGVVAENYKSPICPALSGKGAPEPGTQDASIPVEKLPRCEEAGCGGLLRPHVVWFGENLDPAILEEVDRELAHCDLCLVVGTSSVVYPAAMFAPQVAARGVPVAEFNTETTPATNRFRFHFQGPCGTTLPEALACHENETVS
ARNT-TACC3 inh: disrupts binding between human ARNT and TACC3; hit rate 0.66% among 390,000; AID 623870; inhibition, % at 9.99 µM; Q9Y6A5; AlphaScreen His-ARNT PAS-B/GST-TACC3 binding, luminescence; TACC3 fragment carries E629A point mutation;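 active = mean inhibition of replicates at least 50% and at least half of replicates each reaching 50%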;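 note: 0% = complete ARNT plus TACC3 wells and 100% = ARNT alone without TACC3; many hits fall short of the cut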
ERp5 inh: blocks human ERp5 reductase activity on insulin | Q15084 | ERp5 insulin aggregation, absorbance 650 nm, 90 min | inhibition, % at 9.99 µM | hit rate 0.05% among 350,000;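 active = mean replicate inhibition above about 25%, with every replicate also reaching it, limit read from the data, passing the limit was not always enough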
Target sequence (Q15084 whole entry, looked up): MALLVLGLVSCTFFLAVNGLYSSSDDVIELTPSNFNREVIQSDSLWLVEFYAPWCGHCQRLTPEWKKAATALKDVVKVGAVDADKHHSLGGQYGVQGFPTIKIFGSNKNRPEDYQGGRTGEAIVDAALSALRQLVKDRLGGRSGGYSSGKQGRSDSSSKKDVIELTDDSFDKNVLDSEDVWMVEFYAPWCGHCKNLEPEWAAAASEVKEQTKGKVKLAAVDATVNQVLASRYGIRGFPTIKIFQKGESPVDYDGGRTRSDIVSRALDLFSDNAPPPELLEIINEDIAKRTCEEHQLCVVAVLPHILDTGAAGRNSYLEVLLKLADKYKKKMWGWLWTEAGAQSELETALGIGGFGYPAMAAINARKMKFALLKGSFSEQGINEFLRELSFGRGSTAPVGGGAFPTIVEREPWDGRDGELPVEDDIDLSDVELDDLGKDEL
C2C12 statin: suppression of simvastatin myotoxicity | C2C12 myotubes + simvastatin, ATP luminescence, 48 h; scaled: DMSO 0, geranylgeraniol control 100 | rescue of ATP level, % at 7.49 µM | hit rate 0.78% among 330,000;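 active = mean ATP rescue above about 67%, or every replicate alone reaching that limit, limit read from the data, passing the limit was not always enough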;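 note: myotubes were challenged with 10 µM simvastatin during compound exposure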
esBAF inh: inhibitors of esBAF chromatin remodeling in mouse ES cells; Bmi1-luciferase knock-in reporter, 24 h; 100% = twice the neutral-well signal; hit rate 2% among 350,000; reporter increase, % at 12.5 µM; AID 602393; in the data active = activation above about 40%;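 note: 0% = median of the plate's neutral control wells and 100% = double that signal; a rise in the Bmi1 reporter signal indicates esBAF inhibition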
miR-122 sensor: inhibitors of miR-122 in Huh7 cells. hit rate 0.3% among 340,000. Huh7 miR-122 Renilla luciferase sensor, 48 h; neutral wells = 0, positive control = 100. activation (reporter increase), % at 12.5 µM;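 active = mean replicate activation score at least 90 and every replicate individually at or above 90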;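 note: higher luciferase means less miR-122 activity so hits act as miR-122 inhibitors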
The depositor's hits bear a star; . = not tested or not shown; & = joins results of further samples; [ ] = remark or other dose.

Structure	Cneo AK release	SIRT5 inh	ARNT-TACC3 inh	ERp5 inh	C2C12 statin	esBAF inh	miR-122 sensor
CCOC(=O)N1CCC(NC(=O)C2CCN(C(=O)c3cc4sccc4n3CC)CC2)CC1	0	1	1	-1	-1	8	-3
O=C(NCc1ccc2c(c1)OCO2)c1nc(S(=O)(=O)Cc2ccccc2F)ncc1Cl	0	-1	-32	-2	-91	-86	-5
O=C(C[C@@H]1C[C@H]2c3cc(NC(=O)C4CCC4)ccc3O[C@H]2[C@H](CO)O1)NCc1cccnc1	2	4	.	-5	-1	-1	8[16.7 µM]
COc1ccc(C2(CNC(=O)Cc3ccccc3)CCCC2)cc1OC	3	.	-6	.	10	-6	2
CCCC(=O)Nc1ccc2c(c1)C(=O)N(C)[C@@H]1CC[C@@H](CC(=O)NCCc3ccccc3)O[C@@H]1CO2	-1	-2	2	5	15	1	4[16.7 µM]
COc1ccc(NC(C)=O)cc1NC(C)C(=O)Nc1ccc(F)cc1 (configuration not stated)	-1	.	3	.	-6	-3	-3
C[C@@H]1CN([C@@H](C)CO)C(=O)c2cccc(NS(=O)(=O)c3ccc(F)cc3)c2O[C@@H]1CN(C)S(=O)(=O)c1ccc(F)cc1	-1	-7	26	0	37	-2	-1[16.7 µM]
O=C(Nc1nnc(SCc2c(Cl)cccc2Cl)s1)C1CC(=O)N(c2ccc3c(c2)OCCO3)C1 (configuration not stated)	.	-3	-6	4	.	.	0
Cc1ccc(S(=O)(=O)N(CC(=O)Nc2ccccc2)C(=O)N2CCN(C)CC2)cc1	.	-3	-3	5	.	.	.
CCc1nnc(NC(=O)CSc2nnc(-c3ccoc3C)n2-c2ccc(C)cc2)s1	-1	.	.	.	17	-4	-2
C[C@H](CO)N1C[C@H](C)[C@@H](CN(C)S(C)(=O)=O)Oc2ccc(NC(=O)NC3CCCCC3)cc2C1=O	0&-2	0	6&-9	1&-1	-4&21	-4&1	-1
CC(=O)c1cccc(NC(=O)C2CCN(S(=O)(=O)c3ccc(C)cc3)CC2)c1	2	.	2	.	-14	2	-4
S=C1NC[C@H](Cc2cccc3ccccc23)N1CC1CCCCC1	19	-5	-5	2	-39	-33	1
COc1cc(C(=O)Nn2c(CC(C)C)nc3ccccc3c2=O)cc(OC)c1OC	7	.	-26	0	2	-3	1
CN(C)CCCNC(=O)C[C@@H]1CC[C@H]2[C@H](COc3ccc(NC(=O)c4ccccc4F)cc3C(=O)N2C)O1	-2	1	-1	-3	-37	12	-16[16.7 µM]
C[C@@H]1CN([C@@H](C)CO)C(=O)c2cccc(NC(=O)Nc3ccccc3)c2O[C@@H]1CN(C)C(=O)Nc1ccc2c(c1)OCO2	.	.	.	.	15	0	0[16.7 µM]
CCCCn1c(N)c(N(CC(C)C)C(=O)c2cc(S(=O)(=O)N3CCOCC3)ccc2Cl)c(=O)[nH]c1=O	.	-4	-6	-3	13	-4	-4
CC(C)CC(=O)Nc1c(C(=O)N2CCN(Cc3ccccc3)CC2)oc2ccccc12	0	-5	5	-3	18	-6	.
O=C(c1cccnc1)n1nc(NCc2ccccc2)nc1NCc1ccccc1	4	0	10	0	0	2	-5
Cc1ccc(S(=O)(=O)Nc2ccc3c(c2)C(=O)N([C@H](C)CO)C[C@H](C)[C@H](CN(C)C(=O)NC(C)C)OCCCC[C@H](C)O3)cc1	0	3	-19	0	.	5	-3[16.7 µM]
CCN(CC)CCNc1nc2cc(OC)c(OC)cc2c2nc(-c3ccccc3)nn12	0	.	7	.	-1	-6	-2
O=C(Cc1ccc(NC(=O)C2CCN(C(=O)C3CC3)CC2)cc1)Nc1cccc(C(=O)N2CCCCC2)c1	-6	-1	0	0	9	-4	-3
COc1cccc(C2c3[nH]c4ccccc4c3CCN2C(=O)Cn2cncn2)c1OC (configuration not stated)	4	4	4	0	21	-3	2
CCCC(=O)c1c[nH]c(C(=O)NCc2cccnc2)c1	.	1	-2	0	4	-13	2
O=C(C[C@H]1C[C@H]2c3cc(NC(=O)C4CCC4)ccc3O[C@H]2[C@@H](CO)O1)NCc1ccc(Cl)cc1	-1	0.9*	-5	-4	1	2	3[16.7 µM]
CC(C)NC(=O)N(C)C[C@@H]1Oc2ccc(NC(=O)C3CCCCC3)cc2CC(=O)N([C@H](C)CO)C[C@@H]1C	-5	1	-2	-1	-26	-3	2[16.7 µM]
CC(C)NC(=O)CSc1nnc(CNC(=O)OC(C)(C)C)n1C	.	-1	-5	-1	.	.	.
FC(F)(F)c1nnc2c(Sc3ccccn3)nc3ccccc3n12	0	.	-5	.	6	63*	9
COc1ccc(/C=N/Nc2ncnc3c2[nH]c2ccccc23)c(OC)c1OC	-13	.	1	.	.	.	0
Cc1ccc(F)cc1-c1cc2nc(NCCCN(C)C)n(C)c(=O)c2s1	0	0	.	6	-23	-6	-1

An excerpt from above, reduced to SIRT5 inh, miR-122 sensor and C2C12 statin.
SMILES	SIRT5 inh	miR-122 sensor	C2C12 statin
CC(C)NC(=O)N(C)C[C@@H]1Oc2ccc(NC(=O)C3CCCCC3)cc2CC(=O)N([C@H](C)CO)C[C@@H]1C	1	2[16.7 µM]	-26
CC(C)NC(=O)CSc1nnc(CNC(=O)OC(C)(C)C)n1C	-1	.	.

The list continues.
Structure	Cneo AK release	SIRT5 inh	ARNT-TACC3 inh	ERp5 inh	C2C12 statin	esBAF inh	miR-122 sensor
C[C@H]1CN([C@@H](C)CO)C(=O)c2cccc(NC(=O)Nc3ccc(F)cc3)c2O[C@H]1CN(C)Cc1ccc2c(c1)OCO2	-1	-3	6	-1	25	13	11[16.7 µM]
C[C@@H]1CN([C@@H](C)CO)C(=O)c2cc(C3=CCCCC3)cnc2O[C@H]1CN(C)C(=O)Cc1ccncc1	4	-2	-2	-2	-5	2	-6[16.7 µM]
Cc1ccc(NC(=O)CSc2nnc(-c3ccc(S(=O)(=O)N4CCOCC4)cc3)n2C)cc1	5	.	-3	.	1	4	-1
COc1ccc(S(=O)(=O)N(C)c2nc3ccccc3n3c(CC(C)C)nnc23)cc1	-4	-2	8	-3	-13	6	-1
CC(C)(C)c1ccc(C(=O)N2CCN(Cc3ccccc3)CC2)cc1	1	1	-49	1	-24	8	1
Cc1cccc(NS(=O)(=O)c2cccc(C(=O)NCC(c3ccco3)N3CCCCC3)c2)c1 (configuration not stated)	0	-2	-3	0	-6	1	.
CCc1nnc2sc(-c3ccc(NC(=O)CSc4ccc(Cl)cc4)cc3)nn12	-1	.	2	.	4	-18	-1
CN1CCC(N(C)C(=O)c2ccccc2F)CC1	-1	-2	-37	5	13	-12	-6
O=C(C[C@H]1C=C[C@@H](NS(=O)(=O)c2ccc(F)cc2)[C@@H](CO)O1)NCCc1ccncc1	0	1	-4	2	-1	1	.
COc1ccc(CCN(C)Cc2nc(Cc3ccc(OC)c(OC)c3)no2)cc1OC	-2	-8	1	6	10	-5	-3
C[C@@H]1CN([C@H](C)CO)C(=O)Cc2cc(NC(=O)Nc3ccc(F)cc3)ccc2O[C@@H]1CN(C)Cc1ccncc1	1	-1	7	-6	-5	15	-2[16.7 µM]
O=C(C[C@@H]1CC[C@H](NS(=O)(=O)c2ccccc2)[C@@H](CO)O1)NCc1ccccc1F	45	3	-4	2	2	2	.
O=C(N/N=C/c1ccc([N+](=O)[O-])cc1)c1cccs1	0	-4	.	4	.	.	-8
Cc1onc(C(=O)/C=C/N(C)C)c1C(=O)Nc1nccs1	2	.	-2	.	10	-1	-2
CC1CCN(C(=O)COC(=O)C(C)N2C(=O)c3ccccc3C2=O)CC1 (configuration not stated)	-1	0	3	1	19	-8	-5
C[C@@H]1CN([C@@H](C)CO)C(=O)c2cc(NC(=O)c3ccncc3)ccc2O[C@@H](C)CCCCO[C@@H]1CN(C)C(=O)Nc1ccccc1	48	-2	1	1	.	-1	10[16.7 µM]
O=S(=O)(c1ccc(F)cc1)N1CCCCN2[C@H](CO)[C@H](c3ccc(-c4ccccc4)cc3)[C@@H]2C1	2	7	7	6	.	.	-29[16.7 µM]
OC(CNCc1ccc2c(c1)OCO2)COc1ccc(F)cc1 (configuration not stated)	0	.	-4	-5	3	-10	14
COC(=O)CC1C(=O)NCCN1C(=O)CSc1nc2ccccc2s1 (configuration not stated)	.	1	9	-4	.	.	.
CCOC(=O)N1CCN(C(=O)CCC2CCCC2)CC1	.	-2	6	12	.	.	.
CCn1c(N)c(C(=O)NC)sc1=S	1	.	-3	.	-6	-11	-2
O=C(O)c1ccc(N=Nc2c(O)[nH]c3ccc(Br)cc23)cc1	-2	0	.	0	8	80*	7
Cc1ccc(S(=O)(=O)NNc2ccccc2)cc1	.	3	7	6	.	.	.
Nc1nc(-c2ccccc2)cn1/N=C/c1ccccc1	-2	-2	4	-12	.	.	.
O=C(NCCCO)C(=O)Nc1cc2c3c(c1)CCC(=O)N3CCC2	-1	-4	3	-1	28	3	-7
C(=N/N1CCN(c2ccccc2)CC1)/c1ccncc1	.	-3	-3	0	.	.	.
CC(=O)Nc1cc(C(=O)N(C)Cc2ccco2)ccc1Sc1ccc(C)cc1	-1	.	6	.	.	.	3
O=C(C[C@@H]1C[C@@H]2c3cc(NC(=O)C4CCC4)ccc3O[C@@H]2[C@H](CO)O1)NCCN1CCCCC1	0	2	-6	1	2	-4	-8[16.7 µM]
COc1cccc(/C(O)=C/C(=O)C(=O)Nc2ccc(S(=O)(=O)NC(C)=O)cc2)c1	2	3	-2	-2	.	.	4
O=C(Oc1cccnc1)c1ccco1	0	.	-13	.	.	3	-7
Nc1ccc(C=C2C=Cc3ccccc32)cc1	-1	1	14	0	-2	-4	-2
COc1cccc(-c2c(-c3cc(OC)cc(OC)c3)n(C)c3ccc(-c4cnc(N5CCOCC5)nc4)cc23)c1	-1	-6	-3	1	-55	-33	10
O=C(O)CCNS(=O)(=O)c1ccccc1	0	.	-7	.	-9	-7	-2
Cn1c(N2CCN(C(=O)NCc3ccccc3)CC2)nc2ccccc21	1	.	8	.	31	-11	0
CCCCN1CC(=O)N2[C@H]3c4cc(Cl)ccc4OC[C@@H]3[C@H](c3ccccc3)[C@]2(C)C1=O	1	-2	8	-2	-13	-5	-3
CCN(CC)C(=O)C1(P(=O)(c2ccccc2)c2ccccc2)CCC1	-2	0	.	-1	-4	-5	-5
COc1ccc(CCNC(=O)c2nnc(Cc3c(F)cccc3Cl)o2)cc1OC	1	.	-13	.	.	-4	-3
OCCOCCn1c(C(CO)Nc2nc(-c3cccc(Br)c3)cs2)nc2ccccc21 (configuration not stated)	1	.	5	-5	16	9	4
Cc1noc(C)c1S(=O)(=O)N(CC(=O)NC1CCC(C)CC1)c1ccc(C(C)C)cc1 (configuration not stated)	0	-3	-9	-1	-8	-4	2
O=C(C[C@@H]1C[C@@H]2c3cc(NC(=O)c4ccc5c(c4)OCO5)ccc3O[C@@H]2[C@H](CO)O1)NCc1cc(F)ccc1F	-2	2	-2	-2	6	6	0[16.7 µM]
COc1ccccc1-n1c(SCC(=O)Nc2cccc3ccccc23)nc(O)cc1=O	2	.	4	.	4	1	.
C[C@H]1CCCCO[C@H](CN(C)C(=O)c2ccccc2)[C@@H](C)CN([C@@H](C)CO)C(=O)c2cc(NC(=O)NC3CCCCC3)ccc2O1	5	7	-4	-2	54	-5	3[16.7 µM]
O=C(c1ccc(Cl)cc1)C1CCN(C(=O)c2ccccc2)CC1	0	-1	-2	-2	-2	1	.
COC(=O)C[C@H]1CC[C@H]2[C@@H](COC[C@H](O)CN2S(=O)(=O)c2ccccc2OC)O1	-2	17*	-12	-5	-24	-2	-4[16.7 µM]
C[C@H](CO)N1C[C@H](C)[C@@H](CN(C)C(=O)Nc2cccc3ccccc23)Oc2ccc(NS(=O)(=O)c3cn(C)cn3)cc2CC1=O	-3	-6	.	-5	10	1	-4[16.7 µM]
C[C@H]1CN([C@@H](C)CO)C(=O)c2cc(C#CCN(C)C)cnc2O[C@H]1CN(C)C(=O)CN1CCOCC1	52	2	-10	3	14	-14	31[16.7 µM]
